TrxR1 inh: rat TrxR1 inhibition; O89049; recombinant rTrxR1, NADPH fluorescence consumption, selenite substrate; Potency, µM (doses to about 114 µM), inactives show top-dose activity change, negative = inhibition, usual class: inhibitors; 390,000 tested, 1% active; also: % is scaled to controls: 0 for no effect and ±100 for the full control effect; nearly all actives have a fitted effect of over 65% in size
Target sequence (O89049 whole entry, looked up): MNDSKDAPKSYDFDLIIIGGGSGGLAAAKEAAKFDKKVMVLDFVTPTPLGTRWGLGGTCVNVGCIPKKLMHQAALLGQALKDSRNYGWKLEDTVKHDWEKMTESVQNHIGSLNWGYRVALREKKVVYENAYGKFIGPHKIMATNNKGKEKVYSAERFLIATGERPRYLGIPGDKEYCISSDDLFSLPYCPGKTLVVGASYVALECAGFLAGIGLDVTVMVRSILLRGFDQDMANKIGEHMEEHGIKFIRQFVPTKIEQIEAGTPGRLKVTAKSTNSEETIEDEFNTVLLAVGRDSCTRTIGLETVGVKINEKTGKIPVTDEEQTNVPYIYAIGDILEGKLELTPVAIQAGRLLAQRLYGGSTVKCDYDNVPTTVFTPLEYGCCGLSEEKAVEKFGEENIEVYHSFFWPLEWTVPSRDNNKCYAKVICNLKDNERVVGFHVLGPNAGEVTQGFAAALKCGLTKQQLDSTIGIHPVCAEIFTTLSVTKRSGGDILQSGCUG
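Rat TrxR1 (90 nM in the dispensed reagent) was pre-reduced with 400 uM NADPH for 5 min at room temperature, then incubated with compound for 15 min. After 400 uM selenite was added, NADPH fluorescence (Ex 340/Em 450 nm) was followed for 8 min.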
RGS4 inhibitor: human RGS4 inhibition | AID 504845 | 390,000 tested, 0.039% active | Transcreener GDP fluorescence polarization, RGS4-accelerated GTP hydrolysis | Potency, µM (titrated, usually from 114 µM), without a hit: top-dose activity change, negative = inhibition, actives largely listed as inhibitors | P49798; also: % is scaled to controls: 0 for no effect and ±100 for the full control effect; nearly all actives have a fitted effect of over 75% in size; some results filed as inactive show a strong effect at the top dose
Target sequence (P49798 whole entry, looked up): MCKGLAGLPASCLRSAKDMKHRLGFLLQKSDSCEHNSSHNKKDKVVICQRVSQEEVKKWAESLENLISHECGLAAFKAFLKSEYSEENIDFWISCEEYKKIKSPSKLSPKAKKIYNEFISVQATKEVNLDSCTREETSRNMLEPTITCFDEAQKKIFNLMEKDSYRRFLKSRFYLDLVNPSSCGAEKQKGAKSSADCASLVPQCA
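MLSMR compounds (23 nl, pin-transferred) preincubated 10 min at room temperature with a 500nM (2x) first reagent, then RGS4 at 900nM (2x) plus Transcreener GDP mix added; fluorescence polarization (620/688 nm) read before and after 90 min at 30 °C.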
JMJD2A Tudor: JMJD2A Tudor domain (human) inhibition | AlphaScreen JMJD2A-Tudor / H3K4me3 peptide binding | Potency, µM (highest dose often 114 µM), inactives show top-dose activity change, negative = inhibition, hits mostly inhibitors | O75164 | 390,000 tested, 4.4% active; also: % is scaled to controls: 0 for no effect and ±100 for the full control effect; nearly all actives have a fitted effect of over 50% in size
HP1b binding inh: blocks HP1-beta chromodomain binding to methylated histone tails; P83916; AlphaScreen HP1-beta / biotin-H3K9me3 peptide binding; Potency, µM (doses to about 114 µM), for inactives: top-dose activity change, negative = inhibition, usual class: inhibitors; 390,000 tested, 0.56% active; AID 540317; also: nearly all actives have a fitted effect of over 70% in size; inactives centre near 23
Target sequence (P83916 whole entry, looked up): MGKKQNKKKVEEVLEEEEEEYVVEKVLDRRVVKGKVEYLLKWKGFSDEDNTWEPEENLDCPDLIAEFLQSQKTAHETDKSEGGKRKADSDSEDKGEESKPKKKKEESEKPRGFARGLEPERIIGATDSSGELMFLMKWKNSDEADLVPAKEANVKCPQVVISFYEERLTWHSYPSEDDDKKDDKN
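Compound inhibition of the preformed complex between 50 nM HP1-beta and 50 nM biotinylated H3K9me3 peptide was read by AlphaScreen. Buffer was PBS pH 7.4 with 0.01% Tween-20. Incubations ran 30 min at room temperature, with 10 ug/mL donor/acceptor beads.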
ERG-DNA inh: blocks human ERG Ets domain binding to DNA. 370,000 tested, 0.028% active. Potency, µM (series often up to 76.9 µM), for the others: at the top dose FP activity, negative = inhibition, most hits filed as inhibitors. fluorescence polarization, His-ERG Ets domain / labelled DNA. P11308. AID 624246; active = well fitted inhibition curve with a large enough effect in the polarisation, with a control signal flat; inconclusive = small, poorly fitted or top-dose-only effect, or effect the other way, or a change in a side signal; inactive = no such curve, though single readings can be large or run the other way; the % refers to the polarisation;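 also: polarization taken with two DNA probes labelled with fluorescein and Texas red; % of control where 0% means no effect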
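His-tagged ERG Ets domain (1 uM in the protein solution; 300mM KCl, 50mM Tris-HCl, 1mM EDTA, 1mM DTT, pH 7.5) received compound, then a probe mix of 5 nM fluorescein-DNA and 100nM Texas-615-DNA. Fluorescence polarization was read for both dyes.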
ALOX12 inh: inhibitors of human 12S-lipoxygenase ALOX12 | 580,000 tested, 1.1% active | purified 12hLO, xylenol orange hydroperoxide absorbance | P18054 | Potency, µM (top dose mostly 108 µM), for the others: at the highest dose activity change, negative = inhibition, most hits filed as inhibitors; also: % is scaled to controls: 0 for no effect and ±100 for the full control effect
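Hydroperoxide product was detected by ferrous iron/xylenol orange as the 573 to 405 nm absorbance ratio. Arachidonic acid at 40 uM (final) was turned over for 30 min at room temperature by 150 nM human 12hLO, pH 7.0 Hepes buffer, after 15 min compound preincubation.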
Tb PGK inh: T. brucei PGK inhibition; P07378; PGK/GAPDH coupled, Kinase-Glo luminescence, 60 min; Potency, µM (top dose mostly 57.5 µM), inactives show at the highest dose activity change, negative = inhibition, most hits filed as inhibitors; 380,000 tested, 0.043% active; AID 602233; also: % is scaled to controls: 0 for no effect and ±100 for the full control effect; nearly all actives have a fitted effect of over 60% in size
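Luminescent ATP detection (Kinase-Glo Plus) follows a 60-minute room-temperature incubation, with wells lacking PGK as controls. Buffer: 100 mM TEA (pH 7.6), 5 mM MgCl2, 0.01% Tween-20. Coupling enzyme GAPDH (100 nM final) supplies unstable 1,3-BPG in-well.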
Pin1 inhibitor: blocks the human prolyl isomerase Pin1. Potency, µM (titrated, usually from 115 µM), inactives show top-dose activity, negative = inhibition, hits mostly inhibitors. 390,000 tested, 0.009% active. Pin1 FP peptide displacement, HiFluor488, 10 min. Q13526; active = well fitted inhibition curve with a large enough effect in the polarisation, with a control signal flat, not every such curve was filed as active; inconclusive = small, poorly fitted or top-dose-only effect, or effect the other way, or a change in a side signal; inactive = no such curve, though single readings can be large or run the other way; the % refers to the polarisation; also: % is scaled to controls: 0 for no effect and ±100 for the full control effect
GLS inhibitor: blocks human kidney-isoform glutaminase activity. GLS enzymatic activity, qHTS titration. O94925. 410,000 tested, 0.21% active. AID 624170. Potency, µM (series often up to 45.5 µM), inactives show top-dose activity change, negative = inhibition, usual class: inhibitors; also: % is scaled to controls: 0 for no effect and ±100 for the full control effect
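Coupled fluorescence readout: glutamate oxidase/HRP/Amplex Red detect glutamate formed by hKGA from L-glutamine (1 mM solution added). Buffer 45 mM KH2PO4 pH 8.2, 0.02% Tween-20; reads at t0 and 30 min RT.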
Starred values were filed as active, the others as inactive; & = joins results of further samples; [ ] = dose if it differs, or a comment. Unless noted, calls follow the shape of the dose curve; as a rule, active = well fitted curve in the direction sought with a large enough effect; inconclusive = small, poorly fitted or top-dose-only effect, or another doubt; inactive = no such curve, though single readings can be large; an effect the other way counts as inactive or inconclusive. Potency is read from the fitted curve at half-maximal effect.

`CC(C)CC(c1nnnn1CC1CCCO1)N1CCN(C2CCCC2)CC1` (centres undefined) gave TrxR1 inh 14%[57.1 µM], RGS4 inhibitor 2%, JMJD2A Tudor -14%, HP1b binding inh 24%, ERG-DNA inh -11%, ALOX12 inh inconclusive, Tb PGK inh -5%, Pin1 inhibitor -1% and GLS inhibitor 2%.
`COc1ccc(CCNC(=O)C2CCN(S(=O)(=O)c3cccs3)CC2)cc1OC` gave TrxR1 inh 11%[57.1 µM], RGS4 inhibitor -17%, JMJD2A Tudor -18%, HP1b binding inh -5%, ERG-DNA inh -2%, ALOX12 inh 2%, Tb PGK inh -13%, Pin1 inhibitor 1% and GLS inhibitor 2%.
`Cc1ccc(-c2cc(C(=O)NCCCN3CCOCC3)c3ccccc3n2)cc1C` gave TrxR1 inh 13%[57.1 µM], RGS4 inhibitor -22%, JMJD2A Tudor -14%, HP1b binding inh 6%, ERG-DNA inh 5%, ALOX12 inh -18%, Tb PGK inh -2%, Pin1 inhibitor 4% and GLS inhibitor -9%.
S=c1[nH]cc(-c2ccccc2)[nH]1 was read as TrxR1 inh 15%, RGS4 inhibitor -24%, JMJD2A Tudor 25µM*, HP1b binding inh 0%, ERG-DNA inh -17%, ALOX12 inh -25%, Tb PGK inh -4%, Pin1 inhibitor -2% and GLS inhibitor 20%.
N#C/C(=C\c1ccccc1)C(=O)NC(=O)Oc1ccccc1 was read as TrxR1 inh inconclusive, RGS4 inhibitor -7%, JMJD2A Tudor -13%, HP1b binding inh 22%, ALOX12 inh -7%, Tb PGK inh inactive, Pin1 inhibitor -3% and GLS inhibitor 21%.
For CC1CN(C(=O)CSc2nc(-c3ccc(F)cc3)cs2)CC(C)O1 (centres undefined) the results were TrxR1 inh -4%, RGS4 inhibitor 10%, JMJD2A Tudor 2%, HP1b binding inh 36%, ERG-DNA inh 8%, ALOX12 inh -6%, Tb PGK inh -20%, Pin1 inhibitor -1% and GLS inhibitor 9%.
For FC(F)(F)c1ccnc(Oc2ccc(C3=NCCS3)cc2)c1 the results were TrxR1 inh 27%, RGS4 inhibitor 3%, JMJD2A Tudor 8%, HP1b binding inh 73%[activator], ERG-DNA inh 15%, ALOX12 inh 3%, Tb PGK inh 0%, Pin1 inhibitor 0% and GLS inhibitor 2%.
For COc1ccc(-c2noc(CCC(=O)NCCCN3CCC(C)CC3)n2)cc1 the results were TrxR1 inh 8%[57.1 µM], RGS4 inhibitor 4%, JMJD2A Tudor -3%, HP1b binding inh 25%, ERG-DNA inh -5%, ALOX12 inh 209%[activator], Tb PGK inh 0%, Pin1 inhibitor 2% and GLS inhibitor -3%.
For COC(=O)c1ccc(N2CCN(C)CC2)c(NC(=O)c2cccnc2)c1 the results were TrxR1 inh 15%[57.1 µM], RGS4 inhibitor -8%, JMJD2A Tudor 6%, HP1b binding inh 17%, ERG-DNA inh -2%, ALOX12 inh 59%[activator], Tb PGK inh -7%, Pin1 inhibitor 0% and GLS inhibitor -9%.
O=C(CCNS(=O)(=O)c1ccc(Br)cc1)NNC(=O)C1COc2ccccc2O1 (centres undefined) was read as TrxR1 inh 4%, RGS4 inhibitor 9%, JMJD2A Tudor -19%, HP1b binding inh 33%, ERG-DNA inh 11%, ALOX12 inh inconclusive, Tb PGK inh 2%, Pin1 inhibitor 4% and GLS inhibitor 10%.

The closing three records of the part before are carried over, then new ones follow.
For COc1ccc(-c2noc(CCC(=O)NCCCN3CCC(C)CC3)n2)cc1 the results were TrxR1 inh 8%[57.1 µM], RGS4 inhibitor 4%, JMJD2A Tudor -3%, HP1b binding inh 25%, ERG-DNA inh -5%, ALOX12 inh 209%[activator], Tb PGK inh 0%, Pin1 inhibitor 2% and GLS inhibitor -3%.
For COC(=O)c1ccc(N2CCN(C)CC2)c(NC(=O)c2cccnc2)c1 the results were TrxR1 inh 15%[57.1 µM], RGS4 inhibitor -8%, JMJD2A Tudor 6%, HP1b binding inh 17%, ERG-DNA inh -2%, ALOX12 inh 59%[activator], Tb PGK inh -7%, Pin1 inhibitor 0% and GLS inhibitor -9%.
O=C(CCNS(=O)(=O)c1ccc(Br)cc1)NNC(=O)C1COc2ccccc2O1 (centres undefined) was read as TrxR1 inh 4%, RGS4 inhibitor 9%, JMJD2A Tudor -19%, HP1b binding inh 33%, ERG-DNA inh 11%, ALOX12 inh inconclusive, Tb PGK inh 2%, Pin1 inhibitor 4% and GLS inhibitor 10%.
`COc1ccc(C2=NS(=O)(=O)N(C)C(C(=O)Nc3ccc(F)cc3F)=C2)cc1` gave TrxR1 inh 6%[57.1 µM], RGS4 inhibitor 4%, JMJD2A Tudor -27%, HP1b binding inh 3%, ERG-DNA inh 5%, ALOX12 inh -16%, Tb PGK inh 0%, Pin1 inhibitor -2% and GLS inhibitor 4%.
For O=C(NNc1cccc(Cl)n1)Nc1cccc(C(F)(F)F)c1 the results were TrxR1 inh 17%[57.1 µM], RGS4 inhibitor -35%, JMJD2A Tudor -14%, HP1b binding inh 43%[activator], ERG-DNA inh 4%, ALOX12 inh -12%, Tb PGK inh inactive, Pin1 inhibitor 3% and GLS inhibitor inconclusive.
For COC(=O)C1=C(C)NC(C)=C(C(=O)OC)C1C(=O)OCC(=O)c1ccc(F)cc1 the results were TrxR1 inh 11%[57.1 µM], RGS4 inhibitor 27%, JMJD2A Tudor -6%, HP1b binding inh 26%, ERG-DNA inh 2%, ALOX12 inh 1%, Tb PGK inh 6%, Pin1 inhibitor -2% and GLS inhibitor 5%.
For CCCOc1c(Br)cc(C(=O)OCC(=O)NC(=O)c2cccn2C)cc1OC the results were TrxR1 inh 10%, RGS4 inhibitor inconclusive, JMJD2A Tudor -4%, HP1b binding inh 14%, ERG-DNA inh -3%, ALOX12 inh 14%, Tb PGK inh -9%, Pin1 inhibitor 13% and GLS inhibitor -3%.
`COc1ccc(/C=N/NC(=O)c2ccncc2)cc1CSc1nc2ccccc2s1` gave TrxR1 inh -15%, RGS4 inhibitor -15%, JMJD2A Tudor -34%, HP1b binding inh 5%, ERG-DNA inh -5%, ALOX12 inh 13%, Tb PGK inh inactive, Pin1 inhibitor -6% and GLS inhibitor -5%.
`COc1ccc(C(CNC(=O)c2cccc(S(=O)(=O)N3CCOCC3)c2)N2CCCC2)cc1` (centres undefined) gave TrxR1 inh 2%, RGS4 inhibitor -13%, JMJD2A Tudor -11%, HP1b binding inh 39%, ERG-DNA inh -6%, ALOX12 inh 297%[activator], Tb PGK inh 8%, Pin1 inhibitor 7% and GLS inhibitor 4%.
O=C(CSc1nc2ccccc2[nH]1)N1CCN(S(=O)(=O)c2ccc(Cl)cc2)CC1 was read as TrxR1 inh 30%, RGS4 inhibitor -26%, JMJD2A Tudor -10%, HP1b binding inh 42%[activator], ERG-DNA inh 8%, ALOX12 inh 0%, Tb PGK inh 3%, Pin1 inhibitor 26% and GLS inhibitor 0%.
For CCOCCCNC(=O)c1ccc(-n2c(-c3ccccc3)cc3c2CCC(C)C3)cc1 (centres undefined) the results were TrxR1 inh 21%, RGS4 inhibitor 4%, JMJD2A Tudor -29%, HP1b binding inh 0%, ERG-DNA inh 6%, ALOX12 inh 0%, Tb PGK inh -10%, Pin1 inhibitor 5% and GLS inhibitor 1%.
`Cn1c(=O)c2c(nc(Br)n2C)n(C)c1=O` gave TrxR1 inh 1%[57.1 µM], RGS4 inhibitor 25%, JMJD2A Tudor -13%, HP1b binding inh 16%, ERG-DNA inh 7%, ALOX12 inh -23%&-5%, Tb PGK inh 1%, Pin1 inhibitor 3% and GLS inhibitor 9%.
Screening COc1ccccc1NC(=O)c1cc(-c2ccc(OC)c(OC)c2)nc2ccccc12 returned TrxR1 inh 36%, RGS4 inhibitor -1%, JMJD2A Tudor -4%, HP1b binding inh 9%, ERG-DNA inh -18%, ALOX12 inh 0%, Tb PGK inh -9%, Pin1 inhibitor 21% and GLS inhibitor -3%.

In the list so far, two contain an NH in an aromatic ring:
S=c1[nH]cc(-c2ccccc2)[nH]1 was read as TrxR1 inh 15%, RGS4 inhibitor -24%, JMJD2A Tudor 25µM*, HP1b binding inh 0%, ERG-DNA inh -17%, ALOX12 inh -25%, Tb PGK inh -4%, Pin1 inhibitor -2% and GLS inhibitor 20%.
O=C(CSc1nc2ccccc2[nH]1)N1CCN(S(=O)(=O)c2ccc(Cl)cc2)CC1 was read as TrxR1 inh 30%, RGS4 inhibitor -26%, JMJD2A Tudor -10%, HP1b binding inh 42%[activator], ERG-DNA inh 8%, ALOX12 inh 0%, Tb PGK inh 3%, Pin1 inhibitor 26% and GLS inhibitor 0%.

A portion of the library; count on the stated rates, not on these rows.
